Source: PubChem (several laboratories)
RGS4 pot: RGS4 potentiators or activators, primary screen, cell-based, HEK293 M3R inducible RGS4, calcium flux; B-score at 10 µM; 0.92% of 310,000 active; carbachol calcium flux Fluo4; stronger effect = lower value; AID 463111, 2010;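 active = B-score of the integrated calcium signal more than 4 SD below the library mean, with starting fluorescence not abnormally high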;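 note: negative B-score means reduced calcium response which marks RGS4 activation or potentiation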
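Reagent: ECmax carbachol challenge; Test system: M3R-expressing HEK293 line, RGS4 induced by doxycycline; Schedule: overnight RGS4 induction, 30 min dye load 37 °C, 20 min compound RT; Detection: calcium dye Fluo4 fluorescence; Read-out: Agonist-evoked peak-minus-minimum fluorescence over baseline, integrated ratio, B score.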
GSK3beta inhib: human GSK3beta kinase inhibitors, primary screen, biochemical, cell-free homogeneous, HTS; AID 2097, 2009; GST-GSK3beta kinase, ADP-Glo luminescence, 60 min; stronger effect = lower value; activity score (negative = inhibition), % at 10 µM; 0.038% of 300,000 active; Glycogen synthase kinase-3 beta (Homo sapiens), P49841;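 active = more than half of replicate wells score below -50%, meaning over 50% inhibition versus plate controls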;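 note: 0% = median DMSO wells and -100% = median GW8510 positive control wells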
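Test system: GST-fused GSK3beta enzyme, cell-free | Quantity: 1.6 ng GST-GSK3beta enzyme per well | Reagent: 25 µM ATP with peptide substrate | Schedule: 60 min enzyme reaction, room temperature | Signal: Luminescent ADP-Glo measurement of ADP formed | Read-out basis: Score relative to plate controls | Control set: DMSO and 20 µM GW8510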
GSK3A inh: blockers of GSK3A enzyme activity – biochemical, luminescence, cell-free homogeneous, HTS, primary screen | Glycogen synthase kinase-3 alpha (Homo sapiens), P49840 | GSK-3 alpha kinase, ADP-Glo luminescence, 60 min | inhibition, % at 10 µM | 0.1% of 320,000 active;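 in the data active = inhibition above about 50%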;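 note: GST-tagged GSK-3 alpha with peptide substrate and 25 µM ATP; 0% = DMSO neutral wells and 100% = GW8510 positive control wells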
Target sequence (P49840 whole entry, looked up): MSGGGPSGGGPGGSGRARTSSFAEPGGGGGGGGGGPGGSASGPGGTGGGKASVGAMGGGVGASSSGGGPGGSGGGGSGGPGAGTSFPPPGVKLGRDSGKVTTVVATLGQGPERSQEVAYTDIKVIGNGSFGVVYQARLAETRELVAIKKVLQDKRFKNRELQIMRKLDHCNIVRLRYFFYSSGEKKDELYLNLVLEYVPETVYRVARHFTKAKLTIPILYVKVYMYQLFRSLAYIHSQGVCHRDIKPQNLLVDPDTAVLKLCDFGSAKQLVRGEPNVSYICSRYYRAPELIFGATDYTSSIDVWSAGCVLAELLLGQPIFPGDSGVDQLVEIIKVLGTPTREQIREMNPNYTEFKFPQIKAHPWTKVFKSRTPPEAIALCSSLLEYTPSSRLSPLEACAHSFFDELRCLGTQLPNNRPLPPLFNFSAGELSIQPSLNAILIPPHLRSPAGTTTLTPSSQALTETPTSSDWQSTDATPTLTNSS
KCNK3 inh: human KCNK3 channel inhibitors, primary screen, CHO cells, FluxOR thallium flux, B-score | Potassium channel subfamily K member 3 (Homo sapiens), O14649 | FluxOR fluorescence; stronger effect = lower value | B-score at 10 µM | 0.84% of 340,000 active;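 active = B-score under library mean minus 4 SD, starting fluorescence ratio at most library mean plus 5 SD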;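 note: more negative B-score means stronger inhibition of thallium flux through KCNK3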
Target sequence (O14649 whole entry, looked up): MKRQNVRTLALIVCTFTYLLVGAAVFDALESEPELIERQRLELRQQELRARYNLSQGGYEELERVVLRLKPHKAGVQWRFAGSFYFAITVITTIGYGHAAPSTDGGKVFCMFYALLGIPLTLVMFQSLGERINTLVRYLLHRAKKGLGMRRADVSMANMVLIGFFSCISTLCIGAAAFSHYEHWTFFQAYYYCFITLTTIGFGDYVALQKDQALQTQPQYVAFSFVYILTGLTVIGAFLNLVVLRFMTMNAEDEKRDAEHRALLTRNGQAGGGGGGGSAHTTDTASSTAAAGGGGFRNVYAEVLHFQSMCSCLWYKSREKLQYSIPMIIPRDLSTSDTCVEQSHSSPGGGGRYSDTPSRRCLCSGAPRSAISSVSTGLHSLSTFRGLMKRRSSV
RGS4 inh: RGS4 inhibitors, primary screen, cell-based, HEK293 M3R inducible RGS4, calcium flux; Regulator of G-protein signaling 4 (Homo sapiens), P49798; Fluo-4 calcium flux; stronger effect = higher value; triggered by carbachol at its EC20; B-score at 10 µM; 0.45% of 310,000 active; AID 463165, 2010;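 active = B-score, a plate-corrected calcium signal, over three deviations above library mean, with baseline fluorescence within five deviations of library mean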;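 note: RGS4 expression induced by doxycycline in cells with stable M3 receptor; B-score is computed from the integrated fluorescence ratio over baseline after carbachol; higher B-score means a larger calcium signal and so more RGS4 inhibition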
Target sequence (P49798 whole entry, looked up): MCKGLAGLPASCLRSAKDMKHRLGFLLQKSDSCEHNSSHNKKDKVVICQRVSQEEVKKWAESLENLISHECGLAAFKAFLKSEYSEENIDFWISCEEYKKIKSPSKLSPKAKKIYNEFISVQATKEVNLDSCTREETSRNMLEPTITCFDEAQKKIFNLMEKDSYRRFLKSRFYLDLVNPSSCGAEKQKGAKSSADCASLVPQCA
KCNQ1 block: inhibitors of human KCNQ1 channel, primary screen, cell-based, thallium flux, high-throughput | CHO-K1 KCNQ1, FluxOR thallium flux fluorescence; stronger effect = higher value | B-score at 10 µM | 1.3% of 310,000 active | AID 2642, 2010;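 active = compounds whose thallium flux B-score, printed positive for inhibition, exceeds three library SD while starting fluorescence stays within three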;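 note: channel opened by potassium depolarization with thallium stimulus after 20 min compound exposure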
KCNK9 block: KCNK9 potassium channel inhibitors, primary screen, HEK293 cells, thallium flux | FluxOR thallium flux fluorescence; stronger effect = lower value | Potassium channel subfamily K member 9 (Homo sapiens), Q9NPC2 | 1.2% of 310,000 active | B-score at 10 µM;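 active = ratio B-score over 3 SD below the library mean, with starting fluorescence within 5 SD of its mean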;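 note: negative B-score means less thallium flux so channel inhibition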
DYRK1A inh: rat Dyrk1A kinase inhibitors, primary screen, biochemical, single point, plate reader. Dual specificity tyrosine-phosphorylation-regulated kinase 1A (Rattus norvegicus), Q63470. 0.43% of 310,000 active. inhibition, % at 12.5 µM. ADP-Glo luminescence, NFATc1 peptide; in the data active = inhibition above about 50%;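 note: plate controls were vehicle with enzyme for no effect and no enzyme for full effect; many of its hits are not listed in these tables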
PolyA inh: polyadenylation inhibitors in yeast reporter cells, primary screen, luminescence, S. cerevisiae. S. cerevisiae SKY197-pL101 polyadenylation reporter, beta-gal luminescence; efflux-impaired pdr1/pdr3 knockout yeast; score 100 = 6 SD above DMSO. AID 1875, 2009. 0.02% of 300,000 active. calls only at 12 µM;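 active = lowest replicate activity score at least 50, where 100 means six control SD above control mean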;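 note: yeast exposed to compound for 9 h at 30 °C; higher score means more reporter readthrough which indicates perturbed polyadenylation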
KCNQ1 pot: potentiators or activators of KCNQ1 channel, primary screen, cell-based, thallium flux, high-throughput; CHO-K1 KCNQ1, thallium flux FluxOR fluorescence; stronger effect = higher value; 0.35% of 310,000 active; Potassium voltage-gated channel subfamily KQT member 1 (Homo sapiens), P51787; AID 2648, 2010; B-score at 10 µM;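 active = fluorescence ratio B-score, a plate-corrected score, at least three library SD, with initial intensity B-score within 5 SD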
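Material: CHO-K1 cells stably expressing KCNQ1. Medium: assay buffer for compound exposure, DMSO matched across wells. Reagent: K+/Tl+ depolarizing stimulus. Compound dosing: single-concentration screen. Times: 37 °C overnight plating, 90-min dark dye load, 20-min compound pretreatment. Technique: FluxOR Tl+ flux fluorescence.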
hERG rescue: hERG rescue from dofetilide block, primary screen, cell-based, CHO-hERG, FluxOR thallium flux, dofetilide IC70 | 0.51% of 310,000 active | Voltage-gated inwardly rectifying potassium channel KCNH2 (Homo sapiens), Q12809 | AID 1511, 2009 | dofetilide IC70 present | activation (rescue from dofetilide block), less the hit threshold, % at 10 µM;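 active = activation above the mean of controls blocked by dofetilide plus 5 SD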;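 note: thallium influx through hERG after potassium depolarization seen as dye fluorescence rise; in these data hits start at about 4.7%; inactives centre near -7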
Active calls of the source: *; i = inactive; / = no result given. A portion of the library; the hit share may differ from the screen's.

[1] CCOc1cc(NC(=O)c2ccco2)c(OCC)cc1NC(=O)c1ccco1
[2] COc1ccc(CCNC(=O)CCSc2nc(-c3ccco3)cc(C(F)(F)F)n2)cc1
[3] COc1ccc(OC)c(NC(=O)CCN2CCN(c3ccccc3F)CC2)c1
[4] C=CCSc1nc2ccccc2n1C(=O)/C=C/c1cc(OC)c(OC)c(OC)c1
[5] O=C1COc2ccc(S(=O)(=O)N3CCC(C(=O)NCc4ccccc4)CC3)cc2N1
[6] CCN1CCN(c2ccc(N3CCN(S(=O)(=O)c4cc([N+](=O)[O-])ccc4C)CC3)nn2)CC1
[7] CC(CCc1ccccc1)NC(=S)NC1CCCCC1 (stereo not given)
[8] COCCNC(=O)CSc1nc2nn(-c3ccccc3)c(=O)c-2c2n1CCCCC2

Compound,1,2,3,4,5,6,7,8
RGS4 pot,i,i,i,i,i,i,i,i
GSK3beta inhib,2,1,5,4,3,-2,0,3
GSK3A inh,1,7,-2,1,-2,1,-2,0
KCNK3 inh,i,i,i,i,i,i,i,i
RGS4 inh,i,i,i,i,i,i,i,i
KCNQ1 block,i,i,i,i,i,i,i,i
KCNK9 block,i,i,i,i,i,i,i,i
DYRK1A inh,-1,6,4,2,-7,-3,1,-2
PolyA inh,i,i,i,i,i,i,i,i
KCNQ1 pot,i,i,i,i,i,i,i,i
hERG rescue,-7,-4,-18,-13,-4,-16,-6,-4

[9] Cc1ccc(S(=O)(=O)C2(C(=O)Nc3ccc(F)cc3)CC2)cc1
[10] O=C(c1ccc(-c2ccccc2)cc1)C1CCCN(Cc2ccncc2)C1 (stereo not given)
[11] COc1ccc(/C=C(\C#N)C(=O)N2COCC2(C)C)cc1
[12] COc1ccc(/C=c2/sc3n(c2=O)NC2(c4ccccc4)N(C)C(=O)N(C)C2(c2ccccc2)N=3)cc1 (stereo not given)
[13] CC(C)(C)c1ccc(C(=O)NCCOc2ccccc2)cc1
[14] Cn1cc(C=C2C(=O)CC(C)(C)CC2=O)c2ccccc21
[15] Cc1c(C)c2c(C)nn(-c3ccccc3)c2[nH]c1=O
[16] COC(=O)Cc1cc(=O)[nH]c(/N=C(\N)Nc2ccc(C)cc2C)n1

Compound,9,10,11,12,13,14,15,16
RGS4 pot,i,i,i,i,i,i,i,i
GSK3beta inhib,1,5,1,-4,0,4,-1,3
GSK3A inh,/,-1,-3,-1,0,-2,0,-1
KCNK3 inh,i,-10*,i,i,i,i,i,i
RGS4 inh,i,i,i,i,i,i,i,i
KCNQ1 block,i,i,i,i,i,i,i,i
KCNK9 block,i,i,i,i,i,i,i,i
DYRK1A inh,0,0,5,2,2,2,1,-4
PolyA inh,i,i,i,i,i,i,i,i
KCNQ1 pot,i,i,i,i,i,i,i,i
hERG rescue,-7,-24,-6,-3,-1,-9,-13,-6

A draw from above in order of heavy-atom count, smallest number first:
[15] Cc1c(C)c2c(C)nn(-c3ccccc3)c2[nH]c1=O
[9] Cc1ccc(S(=O)(=O)C2(C(=O)Nc3ccc(F)cc3)CC2)cc1
[16] COC(=O)Cc1cc(=O)[nH]c(/N=C(\N)Nc2ccc(C)cc2C)n1

Compound,15,9,16
RGS4 pot,i,i,i
GSK3beta inhib,-1,1,3
GSK3A inh,0,/,-1
KCNK3 inh,i,i,i
RGS4 inh,i,i,i
KCNQ1 block,i,i,i
KCNK9 block,i,i,i
DYRK1A inh,1,0,-4
PolyA inh,i,i,i
KCNQ1 pot,i,i,i
hERG rescue,-13,-7,-6

(list continues)
[17] COc1ccccc1OCCNC(=O)CNC(=O)c1ccc2c(c1)OCO2
[18] O=C(CCNC(=O)C1CCN(S(=O)(=O)c2ccc(F)cc2)CC1)Nc1nccs1
[19] O=C1/C(=C/c2ccccc2)SC(=S)N1CC(=O)N1CCCCC1c1cccnc1 (stereo not given)
[20] O=C(NCc1nc2ccccc2[nH]1)C1=C[C@@H](c2ccc(C(F)(F)F)cc2)C[C@@H](OCCCCO)O1
[21] CCN(CC)C(=O)c1ccc2c(=O)n(Cc3cccc(Br)c3)c(=S)[nH]c2c1
[22] COc1ccc(O)c(/C=N/NC(=O)CN2CCS(=O)(=O)CC2)c1
[23] COC(=O)c1sccc1NC(=O)Nc1ccccc1C
[24] COC(=O)c1c(C)nc(C)c(C(=O)OC)c1-c1ccsc1

Compound,17,18,19,20,21,22,23,24
RGS4 pot,i,i,i,i,i,i,i,i
GSK3beta inhib,3,-1,2,1,-1,-3,1,-2
GSK3A inh,1,-1,-3,-3,-4,3,/,-2
KCNK3 inh,i,i,i,i,/,i,i,i
RGS4 inh,i,i,i,i,i,i,i,i
KCNQ1 block,i,i,i,i,i,i,i,i
KCNK9 block,i,i,i,i,i,i,i,i
DYRK1A inh,4,-2,1,0,/,0,5,/
PolyA inh,i,i,i,i,i,i,/,i
KCNQ1 pot,i,i,i,i,i,i,i,i
hERG rescue,-15,-5,-10,-10,-4,-4,-11,-9

[25] CCc1ccc(OCC(=O)O/N=C(\N)c2ccncc2)c(Br)c1
[26] O=C(Cn1nnc(-c2ccccc2)n1)N/N=C/c1cc([N+](=O)[O-])c(Cl)cc1Cl
[27] Cc1cccn2cc(-c3cc4ccccc4oc3=O)nc12
[28] Cc1ccc(SCCN2CCN(CC(C)C)CCC2=O)cc1
[29] OCC1(CCc2ccccc2)CCN(Cc2cccn2-c2cccnc2)CC1
[30] Cc1ccc(S(=O)(=O)N(C)CCCC(=O)Nc2cc(C)ccc2C)cc1
[31] Cc1cccc(C)c1NC(=O)CNC(=O)CCC(=O)N1CCOCC1
[32] O=C(CN(Cc1ccc(F)cc1)C(=O)CNS(=O)(=O)c1ccc(F)cc1)NCc1ccco1

Compound,25,26,27,28,29,30,31,32
RGS4 pot,i,i,i,i,i,i,i,i
GSK3beta inhib,3,1,-1,3,0,-2,2,-2
GSK3A inh,-6,-1,-2,/,1,-2,-1,0
KCNK3 inh,i,i,i,i,i,i,i,i
RGS4 inh,i,i,i,i,i,i,i,i
KCNQ1 block,i,i,i,i,i,i,i,i
KCNK9 block,i,i,i,i,i,i,i,i
DYRK1A inh,1,4,-3,7,2,3,3,-1
PolyA inh,i,i,i,i,i,i,i,i
KCNQ1 pot,i,i,i,i,i,i,i,i
hERG rescue,-6,-3,-1,-8,-6,-4,-5,-2

[33] COc1ccc(CCNC(=O)c2cc3c(=O)n4ccccc4nc3n(CCN3CCOCC3)c2=N)cc1
[34] COC(=O)c1cc(NC(=S)NCc2ccc(Cl)cc2)cc(C(=O)OC)c1
[35] CN(C)c1cccc(C(=O)OCC(=O)N(C)c2ccccc2)c1
[36] COc1ccc(/C=N/n2cncn2)cc1COc1ccc(NC(C)=O)cc1
[37] Cc1ccc(S(=O)(=O)/N=C(\c2ccc(Cl)cc2)N2CCOCC2)cc1
[38] O=C1c2ccccc2C(=O)N1Cc1nc2ccccc2c(=O)n1CCCn1ccnc1
[39] CNC(=S)N1CCC(NC(=O)C(Cc2ccc(OC)cc2)NC(C)=O)CC1 (stereo not given)
[40] O=C(O)CCC(=O)NNC(=O)c1cccs1

Compound,33,34,35,36,37,38,39,40
RGS4 pot,i,i,i,i,i,i,i,i
GSK3beta inhib,-3,-3,-1,3,-2,-2,-2,3
GSK3A inh,-2,-3,-1,-7,-2,/,1,-3
KCNK3 inh,i,i,i,i,i,i,i,i
RGS4 inh,i,i,i,i,i,i,i,i
KCNQ1 block,i,i,i,i,i,i,i,i
KCNK9 block,i,i,i,i,i,i,i,i
DYRK1A inh,-2,-9,-5,16,1,41,-4,-9
PolyA inh,i,i,i,i,i,/,i,i
KCNQ1 pot,i,i,i,i,i,i,i,i
hERG rescue,-17,-8,-8,-2,-6,9.8*,-8,-6

[41] CCCn1nnnc1SCC(=O)N(C(C)C)C(C)C
[42] C[n+]1ccccc1C1CCCC/C1=N\Nc1ccc([N+](=O)[O-])cc1[N+](=O)[O-] (stereo not given)
[43] CCCCNC(=O)CSc1nc2ccc(NC(=O)CSc3nnc(N)s3)cc2s1
[44] NC(=O)NCC(=O)N1CCC(C(O)(c2ccccc2)c2ccccc2)CC1
[45] CC(=O)NC(Cc1ccc(C(C)C)cc1)C(=O)NC1CCN(c2nc(C)cc(C)n2)CC1 (stereo not given)
[46] CSc1ccccc1NC(=O)c1ccc(N2CC3CC(C2)c2cccc(=O)n2C3)c(NC(=O)c2ccncc2)c1 (stereo not given)
[47] CN(C)c1ccc(S(=O)(=O)N2CCCCC2)cc1NC(=O)CN1C(=O)NC(C)(c2ccccc2)C1=O (stereo not given)

Compound,41,42,43,44,45,46,47
RGS4 pot,i,i,i,i,i,i,i
GSK3beta inhib,1,0,-2,-3,2,2,/
GSK3A inh,1,-3,0,0,-1,0,1
KCNK3 inh,i,i,i,i,i,i,i
RGS4 inh,i,i,i,i,i,i,i
KCNQ1 block,i,i,i,i,i,i,i
KCNK9 block,i,i,i,i,i,i,i
DYRK1A inh,3,-1,0,-11,-1,7,-4
PolyA inh,i,i,i,i,i,i,i
KCNQ1 pot,i,i,i,i,i,i,i
hERG rescue,-11,-7,-8,-17,-4,-17,-10
